DNA Pol III inh: blocks replication by bacterial DNA polymerase III holoenzyme. reconstituted DNA polymerase III holoenzyme replication, biochemical. Potency, µM (top dose mostly 57.1 µM), for inactives: top-dose activity change, negative = inhibition. 71,000 tested, 0.25% active. AID 603; further: potency means the concentration at half of the fitted maximal effect; on the % scale 0 is the no-effect control and ±100 the full control effect
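Reconstituted *E. coli* holoenzyme (0.35 nM Pol III, 1 nM beta, 154 nM SSB, 2 nM primase) was preincubated with compound for 15 min at RT. Synthesis on 1.4 nM ssM13Gori ran 35 min, then was stopped with PicoGreen/EDTA and read as dsDNA fluorescence.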
Tau filament bind: binders of human tau filaments | P10636 | recombinant tau filaments, thioflavin S fluorescence, 15 h; filaments grown with octadecylsulfate alongside compound | Potency, µM (titrated, usually from 57.1 µM), for the others: at the top dose activity change, negative = inhibition | 71,000 tested, 2% active;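 further: potency means the concentration at half of the fitted maximal effect; on the % scale 0 is the no-effect control and ±100 the full control effect; actives lower thioflavin S fluorescence by blocking filaments or displacing dye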
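Recombinant tau protein (human, 1 uM final) plus 30 uM ODS in HEPES pH 7.4 with NaCl, DTT and thioflavine S. Compound present from the start; fluorescence at 510 nm after 15 h, 37 C.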
Hsp90 Hop PPI: changes Hsp90-Hop TPR2A binding signal, up or down; Potency, µM (doses to about 57 µM), inactives show at the top dose activity change, negative = inhibition; AID 595; 71,000 tested, 0.44% active; AlphaScreen TPR2A-His6 binding biotin-Hsp90 C-terminal peptide; active means well fitted curve in either direction with a large enough effect; inconclusive means small, poorly fitted or top-dose-only effect, or another doubt; further: potency means the concentration at half of the fitted maximal effect; on the % scale 0 is the no-effect control and ±100 the full control effect; many of its hits are not listed in these tables
UbGFP stabilizer: proteasome inhibitors stabilizing ubiquitin-GFP reporter | Ubiquitin-GFP reporter cells, proteasome inhibition, GFP fluorescence; response scale: untreated = 0%, 10 µM MG-132 = 100% | Potency, µM (highest dose often 45.9 µM), for inactives: at the top dose activation (GFP accumulation), most hits filed as activators | 67,000 tested, under 10 active | AID 526; active means well fitted activation curve with a large enough effect, not every such curve was filed as active; inconclusive means small, poorly fitted or top-dose-only effect, or another doubt; inactive means no such curve, though single readings can be large or run the other way; further: potency means the concentration at half of the fitted maximal effect
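Reporter cells (U2OS, ubiquitin-G76V-GFP fusion) are plated overnight, then treated 4 hr at 37 °C with compound titrations from 46 uM down to 2.9 nM. Activity is scaled against untreated cells and 10 uM MG-132.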
HBB splice mod: modulators of hemoglobin beta chain splicing; HBB splicing reporter cell assay, activation; EGFP reporter with mutant IVS2-654 intron; response scale: normalised to 500 nM splice-correcting PNA; Potency, µM (highest dose often 46.1 µM), for inactives: at the highest dose activation, usual class: activators; 65,000 tested, 0.06% active; AID 925; further: potency means the concentration at half of the fitted maximal effect; 0% is about no effect
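Compounds were applied for 2 days to HeLa EGFP-654 cells, 500/well in Optimem with 2% FCS. The reporter's EGFP is disrupted by mis-splicing of beta-globin intron IVS2-654. Readout: summed well GFP fluorescence from 488 nm laser scanning; reference was 500 nM antisense […] 654 PNA.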
CRE-bla Fsk: CRE-bla signaling modulation under forskolin stimulation. Potency, µM (series often up to 38.2 µM), for the others: at the top dose activity change, negative = inhibition, most hits filed as activators. AID 662. CHO CRE-bla reporter (cAMP response element driving beta-lactamase), forskolin EC10, beta-lactamase ratio. 71,000 tested, 2.5% active; active means well fitted activation curve with a large enough effect in the signal ratio, with a control signal flat, not every such curve was filed as active; inconclusive means small, poorly fitted or top-dose-only effect, or effect the other way, or a change in a side signal; the % refers to the signal ratio; further: potency means the concentration at half of the fitted maximal effect; % of control where 0% means no effect
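Forskolin analogue NKH 477 at EC10 stimulated CRE-driven beta-lactamase in CHO cells alongside compound dilution series. Beta-lactamase was measured with CCF4, excitation 405 nm, emission ratio 460/530 nm.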
ALOX15 inhib: 15-hLO (ALOX15) enzyme inhibition | P16050 | purified 15hLO-1, xylenol orange hydroperoxide absorbance | Potency, µM (titrated, usually from 57.1 µM), for inactives: top-dose activity change, negative = inhibition, usual class: inhibitors | 74,000 tested, 1.4% active; further: potency means the concentration at half of the fitted maximal effect; on the % scale 0 is the no-effect control and ±100 the full control effect; nearly all actives have a fitted effect of over 55% in size
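Purified human 15hLO-1 (40 nM final) in 25 mM Hepes pH 7.5, 0.01% Triton X-100 was preincubated with compound 15 min at room temperature, then reacted 6 min with 50 uM arachidonic acid; hydroperoxide detected by Fe-XO, 573/405 nm absorbance ratio.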
ERK AVP block: blocks ERK signaling stimulated by vasopressin; HEK293-V1b, vasopressin-stimulated pERK AlphaScreen; Potency, µM (series often up to 57.5 µM), for inactives: top-dose activity, negative = inhibition, usual class: inhibitors; 72,000 tested, 0.99% active; AID 995; further: potency means the concentration at half of the fitted maximal effect; on the % scale 0 is the no-effect control and ±100 the full control effect; nearly all actives have a fitted effect of over 55% in size
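qHTS, compounds titrated on V1b-expressing HEK293 cells. Preincubation 30 min at 37C, vasopressin 25 nM for 5 min, lysis 10 min, bead incubation 5 hr at room temperature.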
Epigenetic mod: epigenetic modulators derepressing GFP locus in mouse cells | mouse C127i GFP locus derepression, cytometry, 30 h | Potency, µM (titrated, usually from 46.1 µM), for inactives: top-dose GFP derepression (activation) | 68,000 tested, 0.09% active; further: % of control where 0% means no effect
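Derepression screen: silenced CMV-GFP reporter in murine C127i cells, 30 h compound incubation at 37 C, washed cells imaged by laser-scanning cytometer to enumerate GFP-expressing objects of 20 to 120 um.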
FLuc inh: firefly luciferase inhibition; P08659; purified firefly luciferase, luminescence, 8 min; Potency, µM (series often up to 57.1 µM), without a hit: top-dose activity change, negative = inhibition, most hits filed as inhibitors; 72,000 tested, 2.2% active; AID 411; further: potency means the concentration at half of the fitted maximal effect; on the % scale 0 is the no-effect control and ±100 the full control effect; nearly all actives have a fitted effect of over 40% in size
Target sequence (P08659 whole entry, looked up): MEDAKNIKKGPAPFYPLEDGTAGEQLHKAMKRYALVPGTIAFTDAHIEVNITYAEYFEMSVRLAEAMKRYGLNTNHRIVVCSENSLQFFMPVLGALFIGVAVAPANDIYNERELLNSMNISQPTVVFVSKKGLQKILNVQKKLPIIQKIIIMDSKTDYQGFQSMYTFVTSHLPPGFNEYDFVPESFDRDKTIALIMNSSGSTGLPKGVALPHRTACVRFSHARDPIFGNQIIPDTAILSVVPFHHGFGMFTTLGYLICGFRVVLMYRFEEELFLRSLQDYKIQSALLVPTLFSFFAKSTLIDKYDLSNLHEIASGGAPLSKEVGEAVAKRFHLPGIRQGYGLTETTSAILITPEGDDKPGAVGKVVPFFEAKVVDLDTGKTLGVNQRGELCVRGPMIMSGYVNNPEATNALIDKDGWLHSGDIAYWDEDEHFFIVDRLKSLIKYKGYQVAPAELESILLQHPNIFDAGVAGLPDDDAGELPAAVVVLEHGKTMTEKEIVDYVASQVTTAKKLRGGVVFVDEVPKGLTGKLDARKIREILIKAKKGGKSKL
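Inhibition of light generation by firefly luciferase from ATP and luciferin was profiled with concentration-response curves per sample, ATP held at 10 uM within the enzyme's linear range. Plates were read by luminescence after an 8-minute ambient incubation.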
HADH2 inhib: inhibitors of human HADH2 dehydrogenase; Q99714; recombinant HADH2, NADH fluorescence, beta-hydroxybutyryl-CoA; Potency, µM (series often up to 57.1 µM), for the others: at the top dose activity change, negative = inhibition, hits mostly inhibitors; 73,000 tested, 3.4% active; further: potency means the concentration at half of the fitted maximal effect; on the % scale 0 is the no-effect control and ±100 the full control effect; nearly all actives have a fitted effect of over 60% in size; many of its hits are not listed in these tables
Target sequence (Q99714 whole entry, looked up, one chain of several): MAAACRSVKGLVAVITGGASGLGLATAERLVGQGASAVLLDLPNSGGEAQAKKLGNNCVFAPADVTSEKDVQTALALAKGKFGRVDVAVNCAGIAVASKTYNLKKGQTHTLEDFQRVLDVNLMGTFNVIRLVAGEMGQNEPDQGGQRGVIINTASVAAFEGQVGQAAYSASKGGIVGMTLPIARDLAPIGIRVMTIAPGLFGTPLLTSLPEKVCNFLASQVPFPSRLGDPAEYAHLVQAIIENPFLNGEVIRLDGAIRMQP
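E. coli-expressed His-tagged HADH2 tested at 20 nM in alkaline Tris buffer (pH 9.0); oxidation of 90 uM beta-hydroxybutyryl-CoA with 1 mM NAD+ tracked fluorimetrically for 4 min.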
An asterisk follows results filed as active; u = inconclusive; x = not tested or not shown; [ ] = dose if it differs, or a comment. Unless noted, the call rests on the fitted dose curve; in most records, active means well fitted curve in the direction sought with a large enough effect; inconclusive means small, poorly fitted or top-dose-only effect, or another doubt; inactive means no such curve, though single readings can be large; an effect the other way counts as inactive or inconclusive.

Molecule	DNA Pol III inh	Tau filament bind	Hsp90 Hop PPI	UbGFP stabilizer	HBB splice mod	CRE-bla Fsk	ALOX15 inhib	ERK AVP block	Epigenetic mod	FLuc inh	HADH2 inhib
O=C1C2=C(Nc3cc([N+](=O)[O-])ccc3N2)O[C@@H]1c1c[nH]c2ccc(COc3ccccc3)cc12	-9%[11.4 µM]	-3%[11.4 µM]	-3%[11 µM]	-8%[9.17 µM]	0.0%[9.22 µM]	-1%[7.6 µM]	7%[11.4 µM]	0%[11.5 µM]	2%[9.22 µM]	2%[11.4 µM]	5%[11.4 µM]
Clc1cc(Cl)c(Cl)cc1Cl	2%	2%	1%	x	0.5%	-10%	4%	4%	x	x	1%
O=C(Nc1nc2c(s1)CCCC2)c1ccc2ncsc2c1	-9%	82%	-6%	-2%	0.5%	u	-15%	x	x	3.2µM*	8%
COc1ccc(/C=N/n2cc(-c3ccc(OC)cc3)nc2N)cc1	3%	53%	-12%	2%	-1.0%[9.22 µM]	0%	-8%	u	-2%	-9%	-4%
CCC1SC2=NC(C)=C(C(=O)OC)C(c3ccc(C)cc3)N2C1=O (centres undefined)	-1%	5%	-6%	-11%	-0.9%	5%	-1%	19%	4%	1%	0%
Cn1c(=O)c2c(-c3ccccc3)n3c4ccccc4ncc3c2n(C)c1=O	-8%	45%	-2%	-5%	-0.1%	4µM*	0%	-8%	4%	0%	200%[activator]
COC(=O)CC1C(=O)NCCN1C(=O)CSc1nnc(Nc2ccc(OC)cc2)s1 (centres undefined)	-8%	1%	-6%	8%	0.2%	u	16%	15%	0%	16µM*	-10%
N#Cc1c(NC(=O)CCn2cnc3ccccc3c2=O)oc(-c2ccccc2)c1-c1ccccc1	-6%	229%	-4%	-1%	-0.6%	u	-24%	-27%	6%	-2%	-14%

Molecule	DNA Pol III inh	Tau filament bind	Hsp90 Hop PPI	UbGFP stabilizer	HBB splice mod	CRE-bla Fsk	ALOX15 inhib	ERK AVP block	Epigenetic mod	FLuc inh	HADH2 inhib
Cc1oc2ccc(OC(=O)N3CCOCC3)cc2c1C(=O)OC(C)C	2%	-5%	-1%	3%	-6.8%	u	-6%	-3%	2%	-8%	-4%
O=C(Oc1cccc(Br)c1)c1cccnc1	2%	-1%	-1%	-9%	-1.1%	u	10%	8%	0%	-5%	3%
Cc1nc2cc(Cl)c(Cl)cc2nc1C	0%	-25%	-5%	0%	-1.7%	u	-4%	8%	-3%	-11%	4%
O=c1c(F)cn(C2CCCO2)c(=O)n1Cc1c(F)cccc1Cl (centres undefined)	1%	-7%	-4%	-3%	-0.7%	2%	5%	-19%	-2%	0%	3%
CCn1c(=O)c(C2=NS(=O)(=O)c3ccccc3N2)c(O)c2ccccc21	u	2%	-6%	0%	-0.6%[57.5 µM]	-4%	11%	20%	2%	-2%	-5%
CCOC(=O)CSc1nnnn1-c1cc(OC)ccc1OC	-3%	3%	3%	2%	x	u	-1%	0%	0%	0%	7%
O=C(Nc1ccc(Cl)cc1C(=O)NCC1CCCO1)c1ccco1 (centres undefined)	-10%	1%	0%	-7%	-0.2%	u	-13%	u	5%	1%	6%
CCOC(=O)N1CCN(C(=O)COc2ccc3c(c2)C(=O)CC2(CCN(C(C)=O)CC2)O3)CC1	4%	-34%	-2%	-7%	-0.1%	-9%	5%	6%	0%	0%	32µM*

Molecule	DNA Pol III inh	Tau filament bind	Hsp90 Hop PPI	UbGFP stabilizer	HBB splice mod	CRE-bla Fsk	ALOX15 inhib	ERK AVP block	Epigenetic mod	FLuc inh	HADH2 inhib
Cc1ccc2c(c1)c1ncnc(N3CCOCC3)c1n2C	-8%	4%	4%	x	1.6%[0.369 µM]	u	-3%	-16%	0%	-29%	32µM*
Cc1cc(C)c2nc(N3CCCN(C(=O)c4cnccn4)CC3)c(C#N)cc2c1	-4%	57%	14%	-1%	-2.0%	u	2%	8%	-3%	-1%	14%
CCCn1nnc(NC(=O)c2cccc(OCC(C)C)c2)n1	-5%	-12%	-2%	0%	-0.9%	u	-37%	-29%	0%	-47%	-3%
Cc1oc(C(C)(C)C)cc1C(=O)NCC(=O)NCC(=O)O	-5%	6%	-2%	-1%	-0.2%[57.5 µM]	-1%	3%	-11%	0%	-2%	3%
CC1CN(C(=O)c2cc3c(=O)n4ccccc4nc3s2)CC(C)O1 (centres undefined)	-4%	0%	1%	5%	4.4%	u	-4%	-14%	0%	3%	32µM*
Cc1onc(-c2ccccc2Cl)c1C(=O)N1CCCc2ccccc21	0%	0%	-3%	20%	-0.4%[9.22 µM]	-3%	5%	-15%	-2%	0%	5%
c1ccc2sc(SCN(C3CCCCC3)C3CCCCC3)nc2c1	-10%[11.4 µM]	1%[11.4 µM]	-3%[11 µM]	-6%[9.17 µM]	2.9%[9.22 µM]	-2%[7.6 µM]	-6%[11.4 µM]	-14%[11.5 µM]	3%[9.22 µM]	3%[11.4 µM]	-1%[11.4 µM]
O=C(COc1cccc2ccccc12)N1CCN(c2ccccn2)CC1	-7%	17%	-2%	8%	-0.4%	4%	-3%	0%	0%	0%	-22%

Molecule	DNA Pol III inh	Tau filament bind	Hsp90 Hop PPI	UbGFP stabilizer	HBB splice mod	CRE-bla Fsk	ALOX15 inhib	ERK AVP block	Epigenetic mod	FLuc inh	HADH2 inhib
COC(=O)c1ccc2nc(NC(=O)CN3C(=O)CCC3=O)sc2c1	-2%	1%	2%	2%	2.2%[0.369 µM]	9%	-19%	-30%	2%	-10%	25µM*
O=C(CSc1nc2ccccc2s1)NC(=O)NCc1ccco1	-2%	0%	-9%	11%	-2.8%	-18%	u	-11%	0%	-1%	u
O=C(Nc1ccccc1-c1ccccc1)c1cnccn1	2%	-3%	2%	-3%	x	u	u	-6%	0%	2%	3%
O=C(O)CSc1nnc(-c2ccccc2O)n1Cc1ccccc1	-6%	-8%	-2%	-4%	-0.9%	-4%	-10%	-6%	0%	-29%	-7%
O=C(CC1(O)C(=O)Nc2ccccc21)c1ccccc1 (centres undefined)	-9%	-4%	-3%	7%	-1.1%	-2%	3%	x	x	3%	5%
Cc1cccc(-n2ccnc2SCC(=O)Nc2nccs2)c1	-4%	-10%	-16%	8%	-0.6%	1%	4%	-19%	0%	-6%	4%
O=C(c1ccco1)N1CCN=C1SCc1ccccc1F	5%	12%	-3%	0%	0.3%	-8%	-5%	-15%	0%	-6%	1%
COc1ccc(CCNC(=O)CSc2nnc(-c3ccc(F)cc3)o2)cc1OC	-9%	3%	-4%	-1%	x	13%	-1%	22%	-2%	0%	1%

Molecule	DNA Pol III inh	Tau filament bind	Hsp90 Hop PPI	UbGFP stabilizer	HBB splice mod	CRE-bla Fsk	ALOX15 inhib	ERK AVP block	Epigenetic mod	FLuc inh	HADH2 inhib
CC1(C)Cc2ccccc2-c2nnc(SCC(=O)Nc3nc4ccccc4s3)n21	-8%	221%	u	-6%	0.6%[57.5 µM]	4µM*	u	53%[activator]	-2%	-3%	21%
Cn1c(C(=O)N2CCN(c3ccccn3)CC2)cc2c(=O)n(C)c3ccccc3c21	-20%	104%	-2%[2.3 µM]	-3%	-1.7%	u	u	-15%	x	0%	u
O=C(CCC1CCCC1)N1CCN(C(=O)COc2ccccc2)CC1	1%	-6%	-1%	-8%	1.9%[9.22 µM]	-2%	0%	-1%	0%	0%	0%
CCCn1c(-c2ccc(F)cc2)nc2c(NCCN3CCCC3)nc(C)nc21	-7%	24%	4%	-9%	-0.3%	6%	-19%	22%	x	x	-12%
COc1ccc(N2C3=[N+](CC2(C)O)c2ccccc2CC3)cc1 (centres undefined)	-3%	-3%	u	-5%	-0.2%[57.5 µM]	-8%	-15%	1%	-1%	0%	-10%
Cc1ccc(Cn2nnc3c(=O)n(CC(=O)c4ccccc4)cnc32)cc1	4%	156%	0%	4%	-0.3%	9%	-7%	x	x	5%	9%
CC1(C)CC(=O)C=C(Nc2ccccn2)C1	1%	-11%	0%	-1%	-0.8%	u	7%	3%	0%	-2%	-3%
Cc1c(F)cccc1NS(=O)(=O)c1ccccc1C#N	-9%	-4%	-1%	16%	1.2%	u	5%	-22%	-3%	-1%	2%
CCOC(=O)C(C(=O)Nc1cccc(C)n1)C1CCCCC1 (centres undefined)	-14%	-10%	3%	15%	-0.8%[9.22 µM]	5%	-15%	-6%	1%	1%	-8%

Screening data: PubChem, National Center for Advancing Translational Sciences (NCATS)

The list is partial; the hit share may differ from the screen's.
